Screening results deposited in PubChem BioAssay by The Scripps Research Institute Molecular Screening Center.
proKLK7 act: activates the human kallikrein-7 zymogen; P49862; purified proKLK7, EDANS-DABCYL substrate fluorescence; 100% is mature enzyme control, 0% vehicle; activation, % at 7 µM; 370,000 compounds, 0.9% hits; AID 652039;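 active = activation above the mean of all tested compounds plus 3 SD, computed per campaign excluding outliers beyond control limits, cut at about 13% in these data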
Target sequence (P49862 whole entry, looked up): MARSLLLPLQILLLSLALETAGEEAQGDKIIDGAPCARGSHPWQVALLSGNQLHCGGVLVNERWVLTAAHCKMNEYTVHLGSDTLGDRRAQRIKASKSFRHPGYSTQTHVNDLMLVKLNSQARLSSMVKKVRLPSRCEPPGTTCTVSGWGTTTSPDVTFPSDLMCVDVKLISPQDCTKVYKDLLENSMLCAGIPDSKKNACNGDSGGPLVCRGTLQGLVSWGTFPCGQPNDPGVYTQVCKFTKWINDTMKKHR
PRMT1 inh: blocks human protein arginine methyltransferase 1; inhibition, % at 2.79 µM; AID 652257; recombinant PRMT1, activity-based probe fluorescence polarization; 370,000 compounds, 1.3% hits;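 active = inhibition above about 21% made by adding two undisclosed values, limit read from the data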
UHRF1 MBD2 ctr: UHRF1 methyl-DNA binding inhibition | inhibition, % at 4.4 µM | 370,000 compounds, 0.75% hits | UHRF1 binding to methylated oligo, TR-FRET | Q96T88; in the data active = inhibition above about 21%;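 also: UHRF1 SRA domain binding a hemimethylated CpG hairpin DNA probe; 0% = median of test compound wells and 100% = reference inhibitor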
Target sequence (Q96T88 whole entry, looked up, the tested form may be a part): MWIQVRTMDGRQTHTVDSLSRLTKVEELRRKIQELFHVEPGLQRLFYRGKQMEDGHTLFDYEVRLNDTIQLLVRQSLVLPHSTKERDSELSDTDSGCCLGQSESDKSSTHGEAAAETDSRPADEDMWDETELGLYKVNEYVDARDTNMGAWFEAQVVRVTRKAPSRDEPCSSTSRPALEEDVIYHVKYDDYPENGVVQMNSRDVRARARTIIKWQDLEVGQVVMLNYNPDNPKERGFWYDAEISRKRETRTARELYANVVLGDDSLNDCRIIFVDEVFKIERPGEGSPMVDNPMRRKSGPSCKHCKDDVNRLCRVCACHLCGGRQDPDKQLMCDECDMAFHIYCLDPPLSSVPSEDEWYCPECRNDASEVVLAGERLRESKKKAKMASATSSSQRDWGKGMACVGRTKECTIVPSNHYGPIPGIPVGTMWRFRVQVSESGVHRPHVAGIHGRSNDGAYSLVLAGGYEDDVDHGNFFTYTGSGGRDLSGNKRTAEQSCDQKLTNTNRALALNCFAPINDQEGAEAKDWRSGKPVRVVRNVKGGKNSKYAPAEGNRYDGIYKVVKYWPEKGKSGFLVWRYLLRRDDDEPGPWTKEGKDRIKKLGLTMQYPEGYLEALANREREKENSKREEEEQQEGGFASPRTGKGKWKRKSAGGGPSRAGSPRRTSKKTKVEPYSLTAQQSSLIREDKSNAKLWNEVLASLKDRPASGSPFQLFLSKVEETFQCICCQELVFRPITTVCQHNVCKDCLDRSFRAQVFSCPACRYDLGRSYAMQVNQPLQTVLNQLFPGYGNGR
SIAE primary: inhibitors of human sialic acid acetylesterase SIAE; SIAE FP-Rh probe binding, fluorescence polarization; AID 1053197; inhibition, % at 9.66 µM; Q9HAT2; 370,000 compounds, 0.69% hits;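 active = inhibition above a cutoff: mean of compounds within the control limits plus 3 SD of those, cut at about 17% in these data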;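 also: 0% = plate median of compound wells and 100% = probe without SIAE protein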
TCR CD3 inh: blocks the human TCR-CD3 interaction | TAMRA-labeled TCR probe fluorescence, biochemical | inhibition, % at 9.4 µM | 360,000 compounds, 0.37% hits; in the data active = inhibition above about 19%;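 also: recombinant mutant TCR 2C K166C tagged with TAMRA read by polarization; 0% = receptor in buffer alone and 100% = receptor with positive control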
MBD2 inh: blocks human MBD2 binding to methylated DNA | AID 686964 | inhibition, % at 4.4 µM | 370,000 compounds, 0.31% hits | Q9UBB5 | TR-FRET, MBD2 binding to methylated oligonucleotide; in the data active = inhibition above about 13%
LEDGF integ inh: blocks HIV-1 LEDGF/p75-dependent DNA integration; TR-FRET IN-LEDGF/p75 DNA integration, Eu/Cy5; 370,000 compounds, 0.64% hits; inhibition, % at 3.7 µM;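 active = inhibition above the screen-wide mean plus 3 SD, cut at about 13% in these data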;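 also: signal is the Cy5 over europium emission ratio at 671 and 618 nm; 0% = plate median of compound wells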
TDP2 inh: blocks human TDP2 phosphodiesterase activity | O95551 | recombinant TDP2, T5PNP hydrolysis, p-nitrophenol absorbance 415 nm | inhibition, % at 12.8 µM | 370,000 compounds, 0.34% hits | AID 720702;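 active = inhibition above the mean of all tested compounds plus 3 SD, set per campaign, cut at about 25% in these data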;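 also: 0% = DMSO with enzyme and 100% = buffer with substrate but no TDP2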
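Test system: Human TDP2 enzyme | Reagent: 5 mM T5PNP | Compound dosing: 12.8 µM single point, 1% DMSO | Incubation: Enzyme reaction with compound for 2 h at 37 °C | Technique: p-Nitrophenol epi absorbance | Read-out: % inhibition relative to enzyme-containing and enzyme-free wells | Benchmarks: High control without enzyme, low control DMSO plus TDP2 | Replicates: Singlicate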
DDE Tn6 FP inh: DD(E)-Tn6 binding inhibition, primary FP screen; Fibrin DD(E) TRITC-Tn6 fluorescence polarization displacement; inhibition, % at 8.3 µM; 370,000 compounds, 0.21% hits; AID 720509;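 active = inhibition above a per-campaign cutoff: mean of compounds within control limits plus 3 SD, cut at about 15% in these data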;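 also: 0% = median of all compound wells on the plate and 100% = blocking peptide control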
DDE Tn7 FP inh: inhibitors of Tn7 peptide binding to human fibrin DD(E). inhibition, % at 8.3 µM. FP displacement of FITC-Tn7 peptide from fibrin DD(E); 0% = median of compound wells per plate. P02675. 370,000 compounds, 0.13% hits;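 active = inhibition above the mean of compounds falling within the control limits plus 3 SD of them, cut at about 14% in these data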;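 also: 0% = plate median of compound wells and 100% = 10 µM Aha-Tn7 peptide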
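Measure: % inhibition scaled between sample-field median and high-control FP; Test system: human fibrin DD(E); Quantity: 2 µM final DD(E) protein; Doses: one dose, 8.3 µM nominal; Schedule: compound with protein 10 min, then 3 h after probe, room temperature; Detection: fluorescence polarization; Medium: Tris buffer with calcium and detergent, pH 7.8.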
Active calls of the source: *; nt = not tested or not shown.

UHRF1 MBD2 ctr	LEDGF integ inh	DDE Tn7 FP inh	SIAE primary	TCR CD3 inh	MBD2 inh	DDE Tn6 FP inh	PRMT1 inh	TDP2 inh	proKLK7 act	compound
0	-1	5	4	2	-1	2	1	1	0.2	O=C(CCCn1c(=O)[nH]c2ccsc2c1=O)N1CCN(c2ccccn2)CC1
-8	-1	-5	17	4	0	-1	1	17	-0.8	COc1ccccc1C(=O)N/N=C(\C)CC(=O)Nc1ccccn1
1	0	3	2	2	-4	5	-3	-7	-0.7	COc1ccc(NC(=O)Nc2cc(C(=O)O)ccc2N2CC3CC(C2)c2cccc(=O)n2C3)c(OC)c1 (stereo not given)
-1	0	-8	5	5	0	-3	-1	6	1.4	COc1ccc(Cl)cc1C(=O)Nc1ccccc1N1CCN(C(=O)C(C)C)CC1
1	-1	3	6	8	5	1	1	9	-0.3	CC(=O)N1CCc2cc(S(=O)(=O)NC(Cc3ccccc3)C(=O)O)ccc21 (stereo not given)
2	1	1	1	3	-7	2	0	3	-1.0	CCOC(=O)C1(CCCc2ccccc2)CCN(C(=O)C2=C(C)OCCO2)CC1
5	-2	4	-6	-6	6	5	3	5	0.6	Cc1ccc(NC(=O)CN(C)CC(=O)Nc2ccccc2C#N)cc1
-3	5	3	8	0	-8	-5	-2	-9	0.1	Cc1ccc(C(=O)O/N=C(\N)c2ccccn2)cc1Cl
-2	3	8	4	-3	-4	-1	-2	-3	-0.3	COc1ccc(OC)c(S(=O)(=O)CC(=O)c2cc3ccccc3oc2=O)c1
-5	-4	6	11	-6	2	4	-2	4	0.1	N#CN1CCC(NS(=O)(=O)c2ccc(C(F)(F)F)cc2)C1 (stereo not given)
1	1	3	1	5	4	-2	-3	12	0.0	CCOC(=O)c1cc2cc([N+](=O)[O-])ccc2oc1=O
3	-1	4	-4	5	4	-4	1	-1	-0.2	COc1cc(NC(=O)Cc2ccc([N+](=O)[O-])cc2)c(C(=O)O)cc1OC

Later entries.
UHRF1 MBD2 ctr	LEDGF integ inh	DDE Tn7 FP inh	SIAE primary	TCR CD3 inh	MBD2 inh	DDE Tn6 FP inh	PRMT1 inh	TDP2 inh	proKLK7 act	compound
0	-2	-4	-6	7	0	-5	0	-1	-0.4	O=C(COC(=O)c1ccc(Cl)c(S(=O)(=O)N2CCCCCC2)c1)NCc1ccccc1
6	-1	10	-1	-10	4	-8	2	-7	0.0	COc1ccc(Br)cc1CN(C)CC(=O)Nc1cc(Cl)ccc1Cl
-5	4	-7	7	2	-7	5	5	-8	1.0	O=C(c1ccc(COc2ccccc2Br)o1)N1CCCCCC1
13	34*	-4	3	9	0	6	6	13	-0.8	COC(=O)\C(C(C)=O)=C(/C=C/C=C/N(C)C)N(C)C
-4	0	5	6	-1	-6	-2	1	-6	0.3	O=C(c1ccc(OCc2cn3ccccc3n2)cc1)N1CCN(S(=O)(=O)c2ccccc2F)CC1
0	1	2	-2	5	-3	1	0	12	0.1	CC(=O)Nc1ccc(NC(=O)C(F)(F)F)cc1
-3	0	-4	5	0	-3	-3	3	-4	0.1	COc1cc(C(=S)N2CCOCC2)ccc1OS(=O)(=O)c1ccccc1[N+](=O)[O-]
-1	0	3	8	7	-6	-1	-1	-5	0.2	CCN(CC)C(=O)[C@H]1CC(CC(=O)NCCC2=CCCCC2)C(=O)N2CCc3c([nH]c4ccccc34)[C@]12C (stereo not given in full)
1	4	-8	0	7	1	3	-1	-4	-0.2	O=C(CCNS(=O)(=O)c1ccc2[nH]c(=O)oc2c1)Nc1cccc(Br)c1
0	5	-9	5	-4	-2	4	-2	2	-0.5	Cc1cc(C(=O)N2CCC2(C)C(=O)NS(=O)(=O)c2ccc(Cl)cc2)nn1C (stereo not given)
0	-2	8	8	3	2	4	-1	3	-0.3	CC(NC(=S)Nc1ccccc1OC(F)F)C(C)(C)C (stereo not given)
0	-3	6	-2	-6	1	9	-1	-11	-0.1	Cc1[nH]c2ccccc2c1C1=CN2CCS(=O)(=O)N=C2S1

Next part
UHRF1 MBD2 ctr	LEDGF integ inh	DDE Tn7 FP inh	SIAE primary	TCR CD3 inh	MBD2 inh	DDE Tn6 FP inh	PRMT1 inh	TDP2 inh	proKLK7 act	compound
2	-3	6	1	7	-5	5	-4	3	-0.1	O=C(Nc1ccccn1)NC(C(F)(F)F)C(F)(F)F
-2	0	-1	5	3	2	-4	2	4	-0.8	CN(C)c1ccc(/C=N/N2CCN(Cc3ccccc3Cl)CC2)cc1
-1	6	-7	-15	-4	-2	-7	-4	-11	0.7	Cc1ccccc1S(=O)(=O)N1[C@@H](c2ccc(Br)cc2)C(C(=O)O)=CC[C@H]1c1ccc(Cl)cc1
-3	3	-3	-9	3	1	2	2	1	0.3	CCN(C(=O)COC(=O)CCCc1nc2ccccc2s1)c1c(N)n(Cc2ccccc2)c(=O)[nH]c1=O
-7	-1	9	3	2	-9	8	0	-11	25*	Cc1ccc2nc3c(cc(C#N)c(=O)n3-c3nccs3)c(=O)n2c1
0	3	-3	-47	4	3	-2	7	-11	-0.4	CC1=C(C(=O)Nc2ccc(CC(=O)NCc3ccc(OC(C)C)cc3)cc2)SCCO1
-4	-3	3	-7	-8	0	4	6	-10	0.1	O=C(Nc1cccc2cccnc12)c1ccc(Br)o1
3	0	-1	2	3	-5	5	-3	3	0.7	CN(C)c1cc(N)c2ccccc2n1 (tested in a mixture with another compound)
-2	-1	-6	5	0	-3	14	-2	8	0.3	CC(=O)c1ccc(C(=O)N2CCCC(N3CCN(c4ccc(F)cc4)CC3)C2)s1 (stereo not given)
10	2	5	-1	-11	1	0	7	-7	0.4	COc1ccc(-c2cc(C(=O)N3CCN(S(=O)(=O)c4ccccc4)CC3)[nH]n2)cc1
-1	-2	-2	2	-2	2	-3	0	8	0.3	CC1CC(C)CN(C(=O)COc2cccnc2[N+](=O)[O-])C1 (stereo not given)
4	1	0	1	-3	6	-1	-2	-8	0.5	COC(=O)[C@H](C)NC(=O)Nc1cccc(C)c1

Other records follow:
UHRF1 MBD2 ctr	LEDGF integ inh	DDE Tn7 FP inh	SIAE primary	TCR CD3 inh	MBD2 inh	DDE Tn6 FP inh	PRMT1 inh	TDP2 inh	proKLK7 act	compound
-1	1	-2	-2	-3	0	-6	1	5	0.5	Cn1c(=O)c2c(ncn2Cc2nnc(N)s2)n(C)c1=O
0	2	-4	-2	6	-7	-7	0	2	-0.1	Cc1nn(C)cc1CN(C)C(=O)C1CCC(=O)N(CCc2cccc(F)c2)C1 (stereo not given)
-1	5	0	4	nt	-5	-5	-7	7	-0.1	CCCN(CC1CC1)C(=O)CN1C(=O)C2CCCCN2C(=O)c2ccccc21 (stereo not given)
0	-2	4	0	-1	-4	-5	-1	-3	0.8	COc1ccc(NC(C)=O)cc1S(=O)(=O)NCc1ccc2c(c1)OCO2
0	6	-2	-4	4	1	-4	0	-2	-0.4	COc1ccc([N+](=O)[O-])cc1NC(=O)c1ccc(N2C(=O)CCC2=O)cc1
-1	3	0	1	2	-3	10	3	-2	-0.7	O=C(Cc1ccc(Cl)cc1)N/N=C/c1cccs1
1	-2	8	7	0	2	1	-1	5	0.2	CC1CCCN(C(=O)CSc2cnc3ccccc3n2)C1 (stereo not given)
1	1	5	-3	5	2	4	-1	0	-0.5	COc1ccccc1NC(=O)NCCCN1CCN(c2cccc(Cl)c2)CC1
-3	2	6	3	2	-4	6	-5	3	2.6	Cc1ccc(S(=O)(=O)Nc2ncnc3ccccc23)cc1
-1	-2	2	-4	0	-4	0	0	-3	0.6	CCN(CC)S(=O)(=O)c1ccc(N2CCc3cc(OC)c(OC)cc3C2)nc1
3	-5	3	-1	1	2	-2	-3	4	0.2	COc1cc(Cl)ccc1OCc1cc(C(=O)NC(C)Cc2cnccn2)no1 (stereo not given)
0	-5	0	2	3	0	1	0	-8	0.2	CCN(c1ccccc1)S(=O)(=O)c1ccc(C(=O)N2CCN(c3ccccc3F)CC2)cc1

Continued; it opens with the six that closed the last part.
UHRF1 MBD2 ctr	LEDGF integ inh	DDE Tn7 FP inh	SIAE primary	TCR CD3 inh	MBD2 inh	DDE Tn6 FP inh	PRMT1 inh	TDP2 inh	proKLK7 act	compound
1	-2	8	7	0	2	1	-1	5	0.2	CC1CCCN(C(=O)CSc2cnc3ccccc3n2)C1 (stereo not given)
1	1	5	-3	5	2	4	-1	0	-0.5	COc1ccccc1NC(=O)NCCCN1CCN(c2cccc(Cl)c2)CC1
-3	2	6	3	2	-4	6	-5	3	2.6	Cc1ccc(S(=O)(=O)Nc2ncnc3ccccc23)cc1
-1	-2	2	-4	0	-4	0	0	-3	0.6	CCN(CC)S(=O)(=O)c1ccc(N2CCc3cc(OC)c(OC)cc3C2)nc1
3	-5	3	-1	1	2	-2	-3	4	0.2	COc1cc(Cl)ccc1OCc1cc(C(=O)NC(C)Cc2cnccn2)no1 (stereo not given)
0	-5	0	2	3	0	1	0	-8	0.2	CCN(c1ccccc1)S(=O)(=O)c1ccc(C(=O)N2CCN(c3ccccc3F)CC2)cc1
3	-2	2	0	-1	-1	-6	1	6	0.2	COc1ccc(-c2cc(C(F)(F)F)nc(-n3ccnc3C)n2)cc1
-4	6	5	-1	6	-10	-5	17	8	-1.4	CCOc1c(O)ccc(/C=C2\SC(=S)NC2=O)c1[N+](=O)[O-]
-3	0	2	0	1	3	2	-5	7	0.0	Fc1ccc(-c2cc(C(F)(F)F)nc(-n3cccn3)n2)cc1
1	2	-8	-4	6	-1	-7	0	-6	0.4	COc1ccc(CCN2C(=O)CC(N3CCN(c4ccccn4)CC3)C2=O)cc1OC (stereo not given)
0	-4	-4	8	5	2	1	2	13	-0.6	O=C(Nc1nnc([C@H]2C[C@H](O)[C@@H](CO)O2)s1)c1ccccc1F
18	-5	4	-4	3	9	6	5	-14	0.4	CC(C)c1nc2c(c(=O)c3ccccc3n2C)c(=O)n1-c1ccc(F)cc1
